Source: PubChem BioAssay
D1 PAM – potentiators of human D1 dopamine receptor; 360,000 tested, 0.036% active; HEK293 TREx D1 cells, calcium flux, dopamine EC20 potentiation; P21728; potentiation, % at 10 µM; in the data active = potentiation above about 30%; note: 0% is about no effect
TRHR ag – activates the human TRH receptor; P34981; TRHR cells, calcium flux fluo-8, FDSS agonist mode; activation, % at 2 µM; 360,000 tested, 0.18% active; note: 0% is about no effect
Target sequence (P34981 whole entry, looked up): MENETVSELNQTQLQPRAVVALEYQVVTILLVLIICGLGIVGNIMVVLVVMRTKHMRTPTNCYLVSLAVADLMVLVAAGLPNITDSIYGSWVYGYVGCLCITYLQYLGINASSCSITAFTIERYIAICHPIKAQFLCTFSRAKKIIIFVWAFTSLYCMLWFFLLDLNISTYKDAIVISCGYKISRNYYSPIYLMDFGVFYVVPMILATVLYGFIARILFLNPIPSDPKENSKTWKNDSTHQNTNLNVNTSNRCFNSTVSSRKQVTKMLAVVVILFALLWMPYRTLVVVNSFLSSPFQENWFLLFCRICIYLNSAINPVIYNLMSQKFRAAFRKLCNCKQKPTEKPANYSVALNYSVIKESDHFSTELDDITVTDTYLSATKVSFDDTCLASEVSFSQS
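Steps: seed TRHR cells overnight; add fluo-8 no-wash Ca dye, RT 30 min–1.5 h; record 10 s baseline; pin-transfer compounds; monitor fluorescence 1 cycle/s for the agonist window. Calcium increases flag candidate agonists.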
D2 ag – agonists of human D2 dopamine receptor | P14416 | HEK293 T-REx D2 cells, calcium flux agonist mode | activation, % at 2 µM | 340,000 tested, 0.53% active | AID 485358;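 active = activation over 3 SD above normal in the single-dose calcium agonist read, cut at about 30% in these data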; note: 0% is about no effect
Target sequence (P14416 whole entry, looked up): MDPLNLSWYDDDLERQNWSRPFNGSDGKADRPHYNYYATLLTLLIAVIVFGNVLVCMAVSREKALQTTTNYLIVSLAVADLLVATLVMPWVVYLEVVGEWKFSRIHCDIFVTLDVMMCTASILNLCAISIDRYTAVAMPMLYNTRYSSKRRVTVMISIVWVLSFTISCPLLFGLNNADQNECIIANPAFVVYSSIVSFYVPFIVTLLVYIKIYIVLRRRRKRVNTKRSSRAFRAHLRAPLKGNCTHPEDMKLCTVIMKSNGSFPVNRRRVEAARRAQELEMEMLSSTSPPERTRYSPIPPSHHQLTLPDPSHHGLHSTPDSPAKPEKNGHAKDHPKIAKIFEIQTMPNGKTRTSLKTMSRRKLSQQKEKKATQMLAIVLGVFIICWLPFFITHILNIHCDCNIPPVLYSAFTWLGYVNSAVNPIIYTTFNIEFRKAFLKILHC
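Agonism is scored from calcium flux in a force-coupled, inducible HEK293 cell line expressing D2, read kinetically for 180 s after compound addition against dopamine controls.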
D2 potentiator – positively modulates the human D2 dopamine receptor allosterically; HEK293 T-REx D2, calcium flux, EC20 dopamine potentiation; potentiation, % at 10 µM; 340,000 tested, 0.34% active; AID 485347;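 active = potentiation over 3 SD above the plate norm, cut at about 30% in these data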; note: 0% is about no effect
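Potentiation of an EC20 dopamine calcium response measured kinetically over 180 s, after a preceding 180 s compound-only read flagging agonists. Cells: inducible Hek293 Trex D2 line, 4000/well, cultured overnight at 30 C before dye loading.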
D2 antag – antagonists of human D2 dopamine receptor | HEK293 TREx D2 cells, calcium flux, dopamine EC80 | inhibition, % at 10 µM | 340,000 tested, 2% active | AID 485344; in the data active = inhibition above about 30%; note: 0% is about no effect
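Cells plated overnight at 30 C with tetracycline; no-wash calcium dye, 30–90 min RT; 10 s baseline; compound pinned; 180 s read; EC80 dopamine added; another 180 s read.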
TRHR enhancer – allosteric enhancers of human TRH receptor; AID 493056; TRHR cells, fluo-8 calcium fluorescence, EC20 TRH enhancement; 360,000 tested, 0.66% active; enhancement, % at 2 µM; in the data active = enhancement above about 30%; note: 0% is about no effect
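Enhancer read-out: after compound pinning and an initial kinetic agonist-mode read, an EC20 of TRH (10 nM final) was injected and fluo-8 calcium signal (Ex 480/Em 530) followed at 1 s/cycle for 100 cycles in TRHR-expressing cells.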
D1 antagonist – blocks dopamine activation of the human D1 receptor. P21728. HEK293 TREx D1 cells, calcium flux, dopamine EC80; hits give low values. activity change, negative = inhibition, % at 10 µM. 360,000 tested, 3.2% active. AID 504652; in the data active = activity change below about -30%; note: % is set by controls: 0 for no effect and ±100 for the full control effect
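Calcium flux readout: force-coupled, inducible Hek293 Trex D1 line, cells induced overnight at 30 C with tetracycline, dye-loaded 30–90 min at RT. Antagonism scored against EC80 dopamine challenge given 180 s after compound.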
RXFP1 antag – blocks the human relaxin receptor RXFP1; Q9HBX9; HEK293-RXFP1, relaxin-stimulated cAMP HTRF, 30 min; hits give low values; activity change, negative = inhibition, % at 57.5 µM; 350,000 tested, 0.59% active;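 active = activity change of -60% or lower, but not beyond a set lower limit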; note: % is set by controls: 0 for no effect and ±100 for the full control effect
D1 ag – human D1 receptor agonism. activation, % at 2 µM. HEK293 T-REx D1 cells, calcium flux, agonist mode. 360,000 tested, 1% active. AID 504660. P21728; note: 0% is about no effect
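Inducible HEK293 T-REx D1 cells, force-coupled to calcium signalling, were plated at 4000 cells/well with tetracycline and held overnight at 30 C. After no-wash calcium dye loading, compound-evoked calcium rise over 180 s flagged agonists.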
* marks the source's active call; other numbers are inactive results. Cut-off read from the data, not from the text of the source, unless noted: active = activation above about 30%; inactive = the rest.

What do the screens show for `Cc1cccc2cc(/C=N/NC(=O)c3ccncc3)c(Cl)nc12`?
D1 PAM: -0.5; TRHR ag: 0.9; D2 ag: 1.6; D2 potentiator: -3.4; D2 antag: -2.6; TRHR enhancer: -1.2; D1 antagonist: -9.5; RXFP1 antag: 4.0; D1 ag: 0.1

What do the screens show for `COc1ccc(CCNCC(O)COc2ccc(Cl)cc2)cc1OC` (stereo not drawn)?
D1 PAM: -7.2; TRHR ag: 5.1; D2 ag: 0.4; D2 potentiator: -3.7; D2 antag: -4.6; TRHR enhancer: 3.8; D1 antagonist: 10.8; RXFP1 antag: 3.5; D1 ag: 17.3

How did Cc1cccc(NC(=O)CSc2n[nH]c(-c3ccncc3)n2)c1C do in these assays?
D1 PAM: -0.1; TRHR ag: -1.5; TRHR enhancer: 8.3; D1 antagonist: -5.9; RXFP1 antag: 6.2; D1 ag: -0.1

Results for Nc1cc(=O)[nH]c(SCCSc2ccccc2F)n1 ?
D1 PAM: -8.3; TRHR ag: 0.6; D2 ag: 0.1; D2 potentiator: -5.0; D2 antag: 17.9; TRHR enhancer: 14.8; D1 antagonist: -8.9; RXFP1 antag: -4.0; D1 ag: 7.5

How did O=C(CN1C(=O)c2cccc3cccc1c23)Nc1ccc(S(=O)(=O)Nc2nccs2)cc1 do in these assays?
D1 PAM: -6.7; TRHR ag: 0.5; D2 ag: -0.6; D2 potentiator: 10.7; D2 antag: 9.3; TRHR enhancer: -0.6; D1 antagonist: 4.4; RXFP1 antag: -12.5; D1 ag: 0.4

How did Cc1cc(OCC(=O)Nc2nnc(C3CC3)s2)ccc1C(C)C do in these assays?
D1 PAM: -0.7; TRHR ag: 1.8; D2 ag: 0.4; D2 potentiator: 1.6; D2 antag: -17.5; TRHR enhancer: 35.9*; D1 antagonist: 0.1; RXFP1 antag: 2.8; D1 ag: 2.9

How did COc1ccc(CSc2nc(C)cc(C)c2C#N)cc1 do in these assays?
D1 PAM: -0.3; TRHR ag: 0.1; D2 ag: 0.1; D2 potentiator: -0.9; D2 antag: -2.0; TRHR enhancer: 13.2; D1 antagonist: 7.1; RXFP1 antag: -11.4; D1 ag: 8.8

Results for C=CCOc1ccccc1CNCCCN1CCOCC1 ?
D1 PAM: -6.0; TRHR ag: 0.0; D2 ag: -0.2; D2 potentiator: 37.5*; D2 antag: -5.1; TRHR enhancer: 6.8; D1 antagonist: -11.2; RXFP1 antag: -3.3; D1 ag: 3.8

What do the screens show for `Cc1cc(C(=O)COC(=O)Cn2c(C(F)(F)F)nc3ccccc32)c(C)n1Cc1ccco1`?
D1 PAM: -3.5; TRHR ag: 0.1; D2 ag: 1.0; D2 potentiator: -4.3; D2 antag: -19.3; TRHR enhancer: -6.8; D1 antagonist: -0.3; RXFP1 antag: -9.5; D1 ag: 13.3

What do the screens show for `COc1ccc(C2c3ccc4ccccc4c3Oc3ncn(CCN4CCOCC4)c(=N)c32)cc1OC` (stereo not drawn)?
D1 PAM: -2.9; TRHR ag: -0.3; TRHR enhancer: -1.4; D1 antagonist: 7.5; RXFP1 antag: -12.8; D1 ag: 1.3

What do the screens show for `Cc1ccc(CN2CCN(/N=C/c3cccnc3)CC2)cc1`?
D1 PAM: 2.1; TRHR ag: 0.0; D2 ag: -0.3; D2 potentiator: -14.2; D2 antag: -13.4; TRHR enhancer: 13.2; D1 antagonist: -0.6; RXFP1 antag: 3.5; D1 ag: 5.0

How did Clc1ccc(COc2ccccn2)c(Cl)c1 do in these assays?
D1 PAM: -7.3; TRHR ag: 0.0; D2 ag: -0.3; D2 potentiator: 5.1; D2 antag: -34.4; TRHR enhancer: -7.1; D1 antagonist: 1.2; RXFP1 antag: -0.5; D1 ag: 2.5

How did COC(=O)CNc1nc(Cl)nc(N2CCC(C)CC2)n1 do in these assays?
D1 PAM: 2.7; TRHR ag: -0.2; D2 ag: 0.0; D2 potentiator: -5.7; D2 antag: 35.9*; TRHR enhancer: 5.1; D1 antagonist: -2.9; RXFP1 antag: 5.3; D1 ag: 1.3

How did O=C(OCC(=O)N1CCN(C(=O)c2ccco2)CC1)c1ccccc1C(=O)c1ccc(Cl)cc1 do in these assays?
D1 PAM: -2.9; TRHR ag: -0.7; D2 ag: -0.6; D2 potentiator: -5.0; D2 antag: 1.8; TRHR enhancer: -8.6; D1 antagonist: -14.0; RXFP1 antag: -10.1; D1 ag: 0.7

Results for O=C(NCCN1CCN(C(=O)c2cccs2)CC1)c1cccs1 ?
D1 PAM: -1.8; TRHR ag: 1.1; D2 ag: 0.3; D2 antag: -10.0; TRHR enhancer: 2.2; D1 antagonist: -0.9; RXFP1 antag: -17.0; D1 ag: 2.7

What do the screens show for `Cc1nc(N2CCN(c3ccccc3F)CC2)[nH]c(=O)c1C`?
D1 PAM: 0.6; TRHR ag: -0.9; D2 ag: 0.1; D2 potentiator: -3.4; D2 antag: -6.6; TRHR enhancer: 2.4; D1 antagonist: -12.4; RXFP1 antag: 6.2; D1 ag: 5.7

What do the screens show for `CCOc1ccc(C(=S)NC2CCCCC2)cc1OC`?
D1 PAM: 1.9; TRHR ag: 0.2; D2 ag: 0.0; D2 potentiator: 8.7; D2 antag: -14.0; TRHR enhancer: 7.0; D1 antagonist: 12.3; RXFP1 antag: -14.6; D1 ag: 1.0

Results for O=C(Nc1ccc2c(c1)N(C1CCCC1)C(=O)c1ccccc1S2)c1cccc(F)c1 ?
D1 PAM: -0.3; TRHR ag: 0.8; D2 ag: -0.5; D2 potentiator: -9.5; TRHR enhancer: 3.2; D1 antagonist: 10.5; RXFP1 antag: -6.5; D1 ag: 6.0

What do the screens show for `Cc1cc2nc(SCCOC(=O)Nc3ccc(Cl)cc3)nc(C)c2cc1C`?
D1 PAM: 6.0; TRHR ag: -1.2; D2 ag: 0.8; D2 potentiator: 12.7; D2 antag: 5.5; TRHR enhancer: 23.9; D1 antagonist: -7.2; RXFP1 antag: 6.3; D1 ag: 18.2

What do the screens show for `CCOC(=O)c1cnc2ccc(OCC)cc2c1Nc1cc(Cl)c(OC)cc1OC`?
D1 PAM: 2.3; TRHR ag: -4.1; D2 ag: -0.9; D2 potentiator: 8.6; TRHR enhancer: 2.8; D1 antagonist: -4.5; RXFP1 antag: -4.2; D1 ag: 2.9

Reprinted at random: two entries already listed, in no set order.
How did Cc1cc(OCC(=O)Nc2nnc(C3CC3)s2)ccc1C(C)C do in these assays?
D1 PAM: -0.7; TRHR ag: 1.8; D2 ag: 0.4; D2 potentiator: 1.6; D2 antag: -17.5; TRHR enhancer: 35.9*; D1 antagonist: 0.1; RXFP1 antag: 2.8; D1 ag: 2.9

What do the screens show for `Cc1cccc2cc(/C=N/NC(=O)c3ccncc3)c(Cl)nc12`?
D1 PAM: -0.5; TRHR ag: 0.9; D2 ag: 1.6; D2 potentiator: -3.4; D2 antag: -2.6; TRHR enhancer: -1.2; D1 antagonist: -9.5; RXFP1 antag: 4.0; D1 ag: 0.1

Back to the main list; the two compounds before the break are reprinted first.
What do the screens show for `Cc1cc2nc(SCCOC(=O)Nc3ccc(Cl)cc3)nc(C)c2cc1C`?
D1 PAM: 6.0; TRHR ag: -1.2; D2 ag: 0.8; D2 potentiator: 12.7; D2 antag: 5.5; TRHR enhancer: 23.9; D1 antagonist: -7.2; RXFP1 antag: 6.3; D1 ag: 18.2

What do the screens show for `CCOC(=O)c1cnc2ccc(OCC)cc2c1Nc1cc(Cl)c(OC)cc1OC`?
D1 PAM: 2.3; TRHR ag: -4.1; D2 ag: -0.9; D2 potentiator: 8.6; TRHR enhancer: 2.8; D1 antagonist: -4.5; RXFP1 antag: -4.2; D1 ag: 2.9

What do the screens show for `Cc1csc(NC(=O)CSc2sc3c(O)cc(=O)[nH]c3c2C#N)n1`?
D1 PAM: 0.3; TRHR ag: 0.5; D2 ag: 0.7; D2 potentiator: -3.7; D2 antag: 11.0; TRHR enhancer: 7.6; D1 antagonist: 10.8; RXFP1 antag: -4.0; D1 ag: 2.1

Results for CCOC(=O)c1[nH]c(C)c(CCC(=O)NCc2ccc(C)cc2)c1C ?
D1 PAM: -0.7; TRHR ag: -0.1; D2 ag: 0.4; D2 potentiator: 8.4; TRHR enhancer: 1.1; D1 antagonist: 6.1; RXFP1 antag: 5.0; D1 ag: 0.5

What do the screens show for `Cc1cccc(N2CCN(C(c3ccncc3)c3nnnn3C(C)(C)C)CC2)c1C` (stereo not drawn)?
D1 PAM: -7.8; TRHR ag: -0.3; D2 ag: 1.9; D2 potentiator: 10.7; D2 antag: 8.2; TRHR enhancer: 3.3; D1 antagonist: -40.3*; RXFP1 antag: -23.0; D1 ag: -0.2

How did COc1ccc(CC(=O)NCc2ccco2)cc1OC do in these assays?
D1 PAM: -0.9; TRHR ag: -0.5; D2 ag: 0.1; D2 potentiator: 12.9; D2 antag: 17.8; TRHR enhancer: 9.4; D1 antagonist: -4.7; RXFP1 antag: 7.3; D1 ag: -1.2

Results for S=C(NCc1cccnc1)Nc1cccc2ccccc12 ?
D1 PAM: -6.7; TRHR ag: 0.1; D2 ag: 0.6; D2 potentiator: -14.9; D2 antag: 7.4; TRHR enhancer: -1.3; D1 antagonist: -8.2; RXFP1 antag: 17.4; D1 ag: 4.8

Results for CCn1c(SCC(=O)N/N=C/c2cc(OC)c(OC)c(OC)c2)nc2ccccc21 ?
D1 PAM: -0.6; TRHR ag: -0.9; D2 ag: -0.9; D2 potentiator: -2.1; D2 antag: 14.4; TRHR enhancer: -0.1; D1 antagonist: -18.1; RXFP1 antag: -4.4; D1 ag: 1.4

Results for Cc1nc(NC(=O)CSc2nc(N)cc(N)n2)sc1C ?
D1 PAM: -8.2; TRHR ag: 0.0; D2 ag: -1.9; D2 antag: -2.2; TRHR enhancer: 1.8; D1 antagonist: 0.9; RXFP1 antag: -8.4; D1 ag: 1.0

Results for O=C(OCC#CCSc1nnc(-c2cccc3ccccc23)o1)c1cccc2[nH]ccc12 ?
D1 PAM: 0.9; TRHR ag: -0.2; TRHR enhancer: 5.5; D1 antagonist: -15.5; D1 ag: 6.6

What do the screens show for `NC(=O)CNC1CC(=O)N(CCc2ccccc2)C1=O` (stereo not drawn)?
D1 PAM: -2.8; TRHR ag: 1.1; D2 ag: -1.1; D2 potentiator: 2.2; D2 antag: -3.0; TRHR enhancer: 6.5; D1 antagonist: -0.7; RXFP1 antag: -3.8; D1 ag: 4.2

How did O=C(NCCc1ccccc1)C(=O)NCC1OCCCN1S(=O)(=O)c1cc(F)ccc1F (stereo not drawn) do in these assays?
D1 PAM: 1.3; TRHR ag: 0.8; D2 ag: -0.3; D2 potentiator: -11.8; D2 antag: 13.0; TRHR enhancer: 0.3; D1 antagonist: -15.1; RXFP1 antag: -6.8; D1 ag: 2.0

How did CCNC(=O)COC(=O)/C=C/c1cccs1 do in these assays?
D1 PAM: -0.8; TRHR ag: 0.4; D2 ag: 0.4; D2 potentiator: 8.9; D2 antag: -0.1; TRHR enhancer: -0.3; D1 antagonist: 4.1; RXFP1 antag: 5.1; D1 ag: -1.9

How did O=C(NC1CCCCC1)c1n[nH]c2c1CCCCC2 do in these assays?
D1 PAM: -2.1; TRHR ag: 0.0; D2 ag: -0.1; D2 potentiator: 7.7; D2 antag: 4.5; TRHR enhancer: -4.1; D1 antagonist: 4.4; D1 ag: 2.3

No enrichment for hits; any-hit rate near 7.3%.
